Assay outcomes from PubChem BioAssay.
Fh CTSL1 inh: blocks F. hepatica cathepsin L1 in PFM18AAP counter-screen | recombinant F. hepatica cathepsin L1, Z-Leu-Arg-MCA fluorescence | inhibition, % at 5.96 µM | 300,000 tested, 0.49% active;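 active = inhibition above the mean of all tested compounds plus 3 SD, set per screening campaign, cut at about 17% in these data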;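 note: 0% = plate median of test compound wells and 100% = 1 µM Z-Phe-Ala-diazomethylketone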
HCV core dimer: blocks dimerization of HCV core protein; 300,000 tested, 0.33% active; inhibition, % at 5 µM; AID 1899; TR-FRET GST/Flag-core106 dimerization, 1536-well;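 active = inhibition above the mean of all tested compounds plus 3 SD, set per screening campaign, cut at about 45% in these data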
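test system = GST/Flag-tagged HCV core106 proteins | probe or stimulus = Eu donor and XL665 acceptor anti-tag antibodies | times = compound-protein-antibody incubation 4 h at 22.5 °C | signal = TR-FRET, excitation 340 nm, emission 617 and 671 nm | measure = percent inhibition of core106 dimerization signal | controls = wells lacking GST-core106 and wells with excess unlabelled core106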
TPT1 inhibitor: C. albicans TPT1 enzyme inhibition. AID 1962. 300,000 tested, 0.81% active. recombinant caTPT1, FP RNA substrate dephosphorylation. inhibition, % at 5 µM;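 active = inhibition above the mean of all tested compounds plus 3 SD, set per screening campaign, cut at about 24% in these data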;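 note: plate controls were DMSO alone for no effect and ferristatin control at 100 nM for full effect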
Efflux pump mplx: antifungal efflux pump inhibition, Nile Red retention; S. cerevisiae Candida pump triplex; inhibition, % at 10 µM; 330,000 tested, 0.44% active; AID 485275;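 active = plate passing quality check with inhibition over a set limit, or well fluorescence over plate mean plus 4 SD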;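 note: Nile Red retained in pooled yeast measured as flow cytometry median fluorescence; 0% = buffer negative control and 100% = Enniatin B positive control; higher means more Nile Red kept so more efflux inhibition; some compounds called inactive have numbers as strong as hits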
PP1 inh: counter-screen for PP5 inhibitors: inhibitors of human PP1-alpha; 320,000 tested, 0.9% active; inhibition, % at 6.7 µM; purified PP1alpha, OMFP fluorescence; P62136;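 active = inhibition above the mean inhibition of all tested compounds plus 3 SD, computed separately for each screening campaign, cut at about 15% in these data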
Target sequence (P62136 whole entry, looked up): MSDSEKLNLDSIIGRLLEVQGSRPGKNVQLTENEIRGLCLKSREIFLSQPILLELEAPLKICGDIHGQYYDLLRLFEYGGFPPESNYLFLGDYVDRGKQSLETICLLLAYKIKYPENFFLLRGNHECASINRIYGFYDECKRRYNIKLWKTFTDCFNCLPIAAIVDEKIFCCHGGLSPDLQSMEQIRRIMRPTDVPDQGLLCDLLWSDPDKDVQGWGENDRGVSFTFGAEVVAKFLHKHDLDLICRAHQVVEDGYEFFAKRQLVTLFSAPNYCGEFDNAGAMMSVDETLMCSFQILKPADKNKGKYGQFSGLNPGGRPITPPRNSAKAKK
LYPLA2 counter: counter-screen for PME1 inhibitors: inhibitors of human LYPLA2; O95372; recombinant LYPLA2, FP-Rh probe fluorescence polarization; inhibition, % at 5.9 µM; 320,000 tested, 0.38% active; AID 2177;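 active = inhibition above the screen-wide mean plus 3 SD, limit set per campaign, cut at about 26% in these data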;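 note: 0% = LYPLA2 with DMSO and 100% = wells lacking LYPLA2 enzyme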
Target sequence (O95372 whole entry, looked up): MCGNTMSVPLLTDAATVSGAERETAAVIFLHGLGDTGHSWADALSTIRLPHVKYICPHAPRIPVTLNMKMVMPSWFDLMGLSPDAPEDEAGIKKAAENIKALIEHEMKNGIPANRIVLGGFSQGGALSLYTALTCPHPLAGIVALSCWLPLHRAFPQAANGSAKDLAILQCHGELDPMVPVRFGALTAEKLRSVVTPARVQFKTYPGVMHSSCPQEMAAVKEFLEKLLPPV
PREPL inh: human PREPL enzyme inhibition; recombinant PREPL, fluorescence polarization activity-based probe; inhibition, % at 5.96 µM; 320,000 tested, 0.68% active; in the data active = inhibition above about 43%;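 note: 0% = enzyme with DMSO and 100% = wells lacking enzyme; many of its hits are not listed in these tables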
JMJD2C inh: human JMJD2C demethylase inhibition. GST-JMJD2C(1-420) H3K9me3 demethylation, DELFIA europium. inhibition, % at 2.35 µM. Q9H3R0. 330,000 tested, 0.069% active;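 active = more than half of a compound's replicate wells show inhibition beyond 50%, single wells judged on their own value; inconclusive = some, but no more than half, of replicates pass 50% inhibition; inactive = no replicate passes 50% inhibition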;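 note: signal counts dimethyl H3K9 product captured on neutravidin plate; 0% = median of DMSO wells and 100% = 0.3 times that DMSO median; strong numbers were not always called active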
Target sequence (Q9H3R0 1-420 limits assumed): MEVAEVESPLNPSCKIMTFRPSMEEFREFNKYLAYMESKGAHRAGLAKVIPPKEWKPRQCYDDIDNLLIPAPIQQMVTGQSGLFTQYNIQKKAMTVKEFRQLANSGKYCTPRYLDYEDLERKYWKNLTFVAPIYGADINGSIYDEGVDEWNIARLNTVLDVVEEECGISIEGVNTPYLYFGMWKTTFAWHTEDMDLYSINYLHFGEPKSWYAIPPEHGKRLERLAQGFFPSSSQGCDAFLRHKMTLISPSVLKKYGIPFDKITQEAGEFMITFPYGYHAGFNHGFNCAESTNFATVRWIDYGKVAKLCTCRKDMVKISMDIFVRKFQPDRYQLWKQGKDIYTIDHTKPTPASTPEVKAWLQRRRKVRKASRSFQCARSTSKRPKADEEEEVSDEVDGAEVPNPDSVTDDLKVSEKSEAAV
PP5 inh: PP5 (human) phosphatase inhibition; purified PP5c, OMFP substrate fluorescence; inhibition, % at 6.7 µM; 320,000 tested, 0.18% active; AID 1987;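 active = inhibition above the campaign's mean inhibition across all tested compounds plus 3 SD, cut at about 9.5% in these data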;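 note: 0% = DMSO only and 100% = 100 µM cantharidin control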
Numbers without * were called inactive; ? = inconclusive; · = no result given. Some of the compounds tested; rates above refer to the full screens.

molecule	JMJD2C inh	TPT1 inhibitor	Efflux pump mplx	PP1 inh	Fh CTSL1 inh	LYPLA2 counter	PREPL inh	HCV core dimer	PP5 inh
O=C(N=c1nc2ccccn2s1)c1ccccc1	9.6	5.8	0.2	-2.3	0.6	0.6	11.0	-3.5	1.1
O=C(Cn1cnc2cc(Cl)ccc2c1=O)Nc1ccc2c(c1)OCO2	7.6	-2.3	0.0	0.4	-2.3	6.2	-19.3	-4.0	1.5
NC(=O)CCN1CCCCC1	-7.6	0.8	0.1	1.7	0.4	1.2	9.9	-0.4	2.9
CCCCNc1cnn(-c2ccccc2)c(=O)c1Cl	-1.9	-0.8	0.5	2.2	-4.5	7.2	23.8	13.4	-3.0
Fc1ccc(C2NCCn3cccc32)cc1 (stereo not given)	0.8	-5.2	-0.1	-3.0	2.4	-2.4	-18.7	0.1	1.5
CC(C)(C)SC(C(=O)N1CCOCC1)c1ccc(Br)cc1 (stereo not given)	6.9	-0.6	0.0	1.7	-0.6	2.0	10.0	-13.5	0.8
CCN(C(=O)COC(=O)CSc1ccc(F)cc1)c1c(N)n(Cc2ccccc2)c(=O)[nH]c1=O	3.3	·	0.3	0.4	·	-3.1	10.4	·	2.9
Cc1ccc(/C(N)=N/OC(=O)c2ccc(Cl)cc2Cl)cc1	2.5	-1.9	-0.3	-0.8	-2.0	4.4	-9.2	0.7	2.7
Cc1oc2c(CN3CCOCC3)c(O)ccc2c(=O)c1-c1ccc(Cl)cc1	-13.8	1.0	-0.1	1.5	1.7	5.4	-12.4	3.8	2.5
CCOc1cccc2cc(-c3csc(NC(=O)CCC(=O)NCCCN4CCC(C)CC4)n3)c(=O)oc12	-6.5	0.4	0.0	-4.4	-1.2	-5.3	1.6	-3.7	2.2
CCn1c(CN(C)c2ccccc2)nc2ccccc21	1.4	-0.1	0.0	1.9	-11.3	-2.8	4.8	-2.1	1.8
O=C(Nc1ccccc1)/C(=C\c1ccncc1)NC(=O)c1ccccc1	7.9	-1.0	0.0	-1.1	1.9	6.1	1.1	11.8	0.2
CC1(c2nnc(-c3ccc(F)cc3)o2)CC(c2cccc(Cl)c2)=NO1 (stereo not given)	1.5	-3.2	-0.1	13.8	-0.3	11.7	-20.8	0.9	3.3
C/C(CC(C)C)=N\NS(=O)(=O)c1ccc(C)c([N+](=O)[O-])c1	9.5	-2.7	-0.2	-1.6	1.8	-4.0	-5.1	-4.7	0.0
CCN(CC)S(=O)(=O)c1cc(NS(=O)(=O)c2ccccc2)ccc1C	1.1	0.0	0.2	-4.0	-0.4	3.0	-7.3	0.6	2.3
COc1ccc(NC(=O)NC23CC4(C)CC(C)(CC(C)(C4)C2)C3)cc1OC	8.7	0.5	0.0	2.7	6.3	-2.1	2.0	4.0	4.8
CCOC(=O)C(=CNc1cc(C)nn1C(C)(C)C)C(=O)OCC	0.9	-1.2	0.3	-8.5	1.6	-4.9	-0.4	2.1	0.8
CC1CCCCN1Cc1nc2c(c(=O)n(C)c(=O)n2C)n1CCc1ccccc1 (stereo not given)	-10.3	-2.3	0.2	2.1	-4.9	-1.9	-6.8	2.2	5.3
Cc1ccc(-c2csc(NC(=O)CSc3ncn(-c4ccccc4)n3)n2)cc1	7.3	1.3	0.1	6.4	4.5	-9.3	-138.4	20.5	-0.2
COC(=O)c1cn[nH]c1NC(=S)Nc1ccccc1C	-8.7	-3.8	-0.1	-3.8	0.7	4.9	7.9	-3.5	2.5
COc1ccc(OC)c(N(C)S(=O)(=O)c2cc3c(cc2C)NC(=O)CO3)c1	11.9	3.2	0.0	2.1	-3.5	-13.1	-3.5	1.7	4.6
COc1ccc(/C=C2\SC(=O)N(CCc3nnc(N)s3)C2=O)cc1	-16.2	0.6	0.0	5.2	1.0	3.5	1.3	9.8	0.1
Cc1ccc(Oc2ccc(/C=N/O)cn2)cc1	6.6	-1.0	0.2	0.8	-6.3	6.0	-4.9	-6.8	3.0
CCOC(=O)N1CCN(C(=O)CSCC(=O)Nc2nc(-c3ccc(C)cc3)cs2)CC1	-5.6	1.1	-0.2	-1.1	-2.0	8.2	-18.0	5.1	-1.0
Cc1ccsc1/C=C1/NC(=O)N(Cc2ccc(F)cc2)C1=O	2.2	0.7	-0.1	-2.1	0.1	4.6	-32.2	-1.1	5.5
Cc1onc(-c2ccc(Cl)cc2)c1-c1ccnc(SCC(=O)Nc2ccc(C(C)C)cc2)n1	7.6	-2.9	0.0	1.7	1.6	-15.6	5.0	7.4	5.7
COc1ccc(CCNC(=O)Nc2ccc3c(c2)OCO3)cc1OC	-0.6	-5.7	-0.3	-2.3	0.8	13.5	26.7	-6.5	-1.2
Cc1ccc(C(=O)N2CCN(c3ccc(NC(=O)c4ccc(Br)o4)cc3)CC2)cc1	-13.0	-1.6	0.0	2.6	3.6	12.2	23.6	20.3	2.5
CC1C(=O)Nc2ccccc2N1C(=O)c1cccc(C(F)(F)F)c1 (stereo not given)	5.3	1.2	-0.1	-5.7	-0.8	3.3	-13.2	8.5	0.5
COc1ccc(C(C)=O)cc1CN1C(=O)C(C)N(c2ccc(C)cc2)C1=O (stereo not given)	-0.9	-1.6	0.0	-0.6	-1.9	6.2	-78.6	-8.1	2.6
CCOc1ccccc1-c1cc(-c2ccccc2)nc2c1c(=O)n(C)c(=O)n2C	7.2	-1.8	0.3	-4.7	-1.8	2.7	15.3	-2.7	4.9
Cc1cnc(NC(=O)c2cc3c(C)nn(-c4ccccc4)c3s2)s1	-43.9	3.1	0.5	1.3	-0.9	-25.7	7.5	6.5	1.7
C=CC#CC1(O)CC(C)N(C)CC1C (stereo not given)	-10.0	1.5	0.0	4.4	0.4	-0.1	21.4	-1.9	-2.2
O=C(NCc1ccccc1)/C(=C/c1ccccc1)NC(=O)c1ccco1	-4.7	-0.2	0.2	-0.2	-3.4	0.3	5.5	-4.5	2.5
O=C(COc1ccc2c3c(c(=O)oc2c1)CCCC3)NCC(O)c1ccccc1 (stereo not given)	5.9	2.6	0.1	-3.2	-4.9	-2.4	0.2	1.9	1.4
Cc1ccccc1C(=O)Nc1nnc(-c2ccco2)o1	-0.3	0.1	0.1	-1.7	3.1	6.3	6.8	-3.1	1.3
Cc1ccccc1N=Cc1cccc(O)c1O	8.9	1.7	0.1	1.4	2.2	5.3	22.2	-2.9	0.8
O=C(c1cnn2c(C(F)(F)F)cc(-c3ccco3)nc12)N1CCc2ccccc2C1	1.1	9.4	0.0	-3.5	2.2	-2.6	1.3	16.2	0.5
Cc1ccc2nc(Cl)c3nnnn3c2c1	7.8	-1.6	-0.1	-0.3	3.8	5.8	18.0	7.4	1.2
CCC1=NC(c2ccccc2OC)N(O)C1(C)C (stereo not given)	-2.7	-0.2	-0.5	-3.5	-3.1	2.1	0.3	-2.1	-1.8
CCc1cc2cc(C)cc(C)c2nc1SCC(=O)NNC(=O)c1ccco1	13.1	2.5	0.1	4.8	-2.2	-3.2	-3.4	5.9	4.7
Cc1ccc(NC(=O)C2CCN(S(=O)(=O)c3ccc4c(c3)OCCO4)CC2)c(O)c1	0.6	-0.2	-0.1	-4.0	1.2	3.2	-6.2	0.7	0.0
Cc1cc(-n2cccn2)ccc1CN1CCN(CC(C)C)C(CCO)C1 (stereo not given)	1.4	-6.5	0.2	-0.7	3.0	-2.6	4.2	0.1	-0.1
O=C(O)c1ccc(Cl)c(S(=O)(=O)Nc2ccccc2C(=O)Nc2ccc(Cl)cc2)c1	-12.3	1.4	-0.2	-0.7	-0.1	-13.3	1.0	16.5	-1.1
CC(C)NC(=O)/C(C#N)=C/c1cccc(NC(=O)c2ccccc2Cl)c1	6.9	-2.0	-0.2	-1.1	2.9	6.7	3.2	1.8	1.0
COCc1ccc(CN2CCCC(CO)(Cc3cccc(Cl)c3)C2)o1 (stereo not given)	-0.5	1.5	0.0	0.7	1.5	6.0	2.3	-0.3	2.7
CC(C(=O)Nc1ccccc1-c1ccccc1)N1CCOCC1 (stereo not given)	-2.1	5.4	0.0	1.0	-2.1	-3.8	-9.2	-4.7	9.3
COc1ccc(OC)c(-c2csc(NC(=O)C3COc4ccccc4O3)n2)c1 (stereo not given)	4.0	-0.9	0.1	-2.7	0.4	-14.8	-2.5	4.1	0.0
N#Cc1cccc(NC(=O)CCNS(=O)(=O)c2ccc3[nH]c(=O)oc3c2)c1	-0.5	-2.1	-0.3	0.9	5.0	5.0	10.7	-11.6	3.3
S=C(Nc1ccc(Br)cc1Cl)N1CCC2(CC1)OCCO2	-13.1	-2.4	-0.2	-5.9	-1.1	-2.2	-6.9	0.9	0.9

Remaining list, next part
molecule	JMJD2C inh	TPT1 inhibitor	Efflux pump mplx	PP1 inh	Fh CTSL1 inh	LYPLA2 counter	PREPL inh	HCV core dimer	PP5 inh
CC(C)C(=O)NNC(=O)c1cc2sccc2s1	-1.8	2.4	0.1	-4.2	-4.4	-2.3	-10.4	-2.1	2.8
COc1cccc(C(O)c2cnc(C(C)C)n2C)c1 (stereo not given)	-1.3	-0.4	0.1	-4.4	-1.3	0.7	-2.9	0.3	-1.1
CCCCNC(=O)/C(=C/c1ccco1)NC(=O)c1ccco1	-3.1	-1.3	-0.1	-0.9	3.0	6.9	-8.5	-4.1	1.2
COc1ccc(NC(=O)CN2CCN(c3ccc(F)cc3)CC2)cc1	4.5	0.0	0.0	-3.1	-6.7	-1.8	4.6	-10.1	0.4
O=C(c1ccc(S(=O)(=O)N2CCC(c3nc4ccccc4s3)CC2)cc1)N1CCOCC1	-6.4	-3.3	0.0	-4.1	6.0	2.1	3.8	1.2	-1.4
O=C(NCCc1ccccc1)c1ccc(NS(=O)(=O)c2ccc3[nH]c(=O)[nH]c3c2)cc1	?	-0.1	0.1	-5.7	1.7	-1.1	7.4	0.0	-0.3
Cc1cc(C)n(-c2ccc(NC(=O)C3CCCCN3C(=O)c3ccc(C)s3)cc2)n1 (stereo not given)	9.8	3.6	0.2	0.1	1.1	-1.4	-5.6	6.4	0.6
COc1cc(C2C(C(=O)c3cccs3)=C(O)C(=O)N2c2cc(C)on2)ccc1O (stereo not given)	-3.2	2.5	-0.1	-0.7	-0.6	-5.4	0.0	1.8	-0.9
COc1ccc(-n2c(-c3cc(-c4ccccc4)sc3N)n[nH]c2=S)cc1	5.5	-1.4	-0.1	13.5	-0.5	5.3	0.9	5.1	-0.4
CC(C)(C)OC(=O)NCCc1nnc(SCc2ccccc2Cl)o1	-5.2	0.0	0.1	-4.0	1.8	2.1	8.2	2.8	1.3
Cc1cccc(OCc2nnc(SCC(=O)Nc3ccc(N4CCOCC4)cc3)o2)c1	-6.5	-0.7	0.1	-0.2	2.0	10.1	6.1	-6.2	-1.3

Reformatted field by field: entries from further up
compound: COc1ccc(OC)c(-c2csc(NC(=O)C3COc4ccccc4O3)n2)c1 (stereo not given)
  JMJD2C inh: 4.0	TPT1 inhibitor: -0.9	Efflux pump mplx: 0.1	PP1 inh: -2.7	Fh CTSL1 inh: 0.4	LYPLA2 counter: -14.8	PREPL inh: -2.5	HCV core dimer: 4.1	PP5 inh: 0.0

compound: N#Cc1cccc(NC(=O)CCNS(=O)(=O)c2ccc3[nH]c(=O)oc3c2)c1
  JMJD2C inh: -0.5	TPT1 inhibitor: -2.1	Efflux pump mplx: -0.3	PP1 inh: 0.9	Fh CTSL1 inh: 5.0	LYPLA2 counter: 5.0	PREPL inh: 10.7	HCV core dimer: -11.6	PP5 inh: 3.3
